From PubChem
Epigenetic reg: regulators of epigenetic silencing causing reporter derepression in mouse cells | murine LDR cells, GFP reporter derepression, 30 h | Potency, µM (series often up to 53.9 µM), without a hit: at the highest dose GFP activation, most hits filed as activators | 280,000 tested, 0.2% active; active = well fitted activation curve with a large enough effect; inconclusive = small, poorly fitted or top-dose-only effect; note: % of control where 0% means no effect; nearly all actives have a fitted effect of over 60% in size
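Murine LDR cells carrying a silenced, genomically integrated CMV-driven GFP reporter were exposed to compound for 30 hours at 37 C. After PBS washes, GFP-positive cells (20–120 um objects) were counted by laser-scanning microplate cytometry.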
The depositor's hits bear a star; ? = inconclusive. Potency is the fitted concentration of half-maximal effect. This is a subset; the hit share may differ from the screen's.

Preview:
SMILES	Epigenetic reg
O=C(C1CCN(S(=O)(=O)Cc2ccccc2)CC1)N1CCN(c2cccc(C(F)(F)F)c2)CC1	1.0%
COc1ccccc1C(=O)Oc1c(Sc2ccccc2)c(C)nn1C(C)(C)C	-2.5%
CCOc1ccc(NS(=O)(=O)c2ccc3c4c(cccc24)C(=O)N3)cc1	-0.7%
CCc1cccc(NC(=O)COC(=O)c2cn(CC)c3nc(C)ccc3c2=O)c1	2.7%
CCOc1ccc(-c2nonc2NC(=O)c2oc3c(C)c(C)ccc3c2C)cc1OCC	-1.0%

Results, repeating the preview:
SMILES	Epigenetic reg
O=C(C1CCN(S(=O)(=O)Cc2ccccc2)CC1)N1CCN(c2cccc(C(F)(F)F)c2)CC1	1.0%
COc1ccccc1C(=O)Oc1c(Sc2ccccc2)c(C)nn1C(C)(C)C	-2.5%
CCOc1ccc(NS(=O)(=O)c2ccc3c4c(cccc24)C(=O)N3)cc1	-0.7%
CCc1cccc(NC(=O)COC(=O)c2cn(CC)c3nc(C)ccc3c2=O)c1	2.7%
CCOc1ccc(-c2nonc2NC(=O)c2oc3c(C)c(C)ccc3c2C)cc1OCC	-1.0%
COc1ccccc1NC(=O)CSc1nc2c(oc3ccccc32)c(=O)n1Cc1ccco1	1.4%
COC(=O)c1cc2sc(C)cc2n1Cc1ccccc1	0.0%
CSc1nn(Cc2ccc(C)cc2)c(N)c1S(=O)(=O)c1ccccc1	-1.8%
COc1ccc(C(=O)c2cn(Cc3ccccc3F)c3ccc(F)cc3c2=O)cc1	-1.1%
Cc1ccc(CNC(=O)Cn2c(=O)n(-c3ccc(C)c(F)c3)c(=O)c3sc4ccccc4c32)cc1	1.4%
O=C(NCc1cccs1)c1nn(-c2ccccc2)nc1CO	-0.5%
O=C(Nc1cc2c(cc1C(=O)c1ccccc1Br)OCCO2)c1ccccc1	-0.8%
Cc1ccc(C)c(CSc2ccc3nnc(CCNS(=O)(=O)c4ccccc4)n3n2)c1	6.5%
COc1ccc(-c2nnc(SCC(=O)NCCc3ccc(OC)c(OC)c3)nc2-c2ccc(OC)cc2)cc1	-0.9%
CC(C)Sc1ncc(Cl)c(C(=O)Nc2nnc(C(C)C)s2)n1	-3.7%
Cc1ccc(CSc2cn(CC(=O)N3CCCCCC3)c3ccccc23)cc1	1.1%
CCOc1cccc(C(=O)N(Cc2ccc(N(C)C)cc2)CC2CCCO2)c1 (stereo not given)	3.3%
C#CC(C)(CC)NC(=O)Cn1nnc(-c2ccc(OCc3ccccc3C)cc2)n1 (stereo not given)	2.2%
COc1ccc(CC(=O)N(Cc2nc(-c3ccc(C)cc3)no2)C(C)C)cc1	-1.1%
O=c1c2sccc2n(Cc2cc(=O)n3cc(Cl)ccc3n2)c(=O)n1-c1ccccc1	-1.8%
COc1ccc(OCCCCn2c(C3CC(=O)N(c4cccc(Cl)c4)C3)nc3ccccc32)cc1 (stereo not given)	-2.9%
COc1ccc(Cc2nc3c4cnn(-c5ccccc5F)c4ncn3n2)cc1	-1.9%
CCc1nn(C(CC)C(=O)NCc2ccc(F)cc2)c(=O)c2cc3occc3n12 (stereo not given)	-2.4%
COc1ccc(NC(=O)CCc2nnc3n(C)c(=O)c4sccc4n23)cc1Cl	-1.0%
COc1ccc(C2=NS(=O)(=O)N(C)C(C(=O)NCc3ccccc3)=C2)cc1OC	2.6%

(list continues)
SMILES	Epigenetic reg
CC(C)CNc1nc(NC(C)(C)C)nc(Oc2ccc(=O)n(-c3ccccc3)n2)n1	-1.0%
Cc1ccc(NC(=O)c2cc3c(Cl)nc4ccc(C)cc4c3s2)c(Cl)c1	-1.7%
O=C(NCCN1CCN(c2cccc(Cl)c2)CC1)Nc1ccccc1	-1.5%
CCS(=O)(=O)N1CCc2cc(C(=O)Nc3cc(C(F)(F)F)ccc3Cl)ccc21	-3.5%
COc1ccc(NC(=O)C2=CC(c3ccc4c(c3)OCO4)=NS(=O)(=O)N2C)cc1	-4.5%
CC(=O)Nc1ccc(NC(=O)Nc2sc3nc4n(c(=O)c3c2C)CCC(C)CC4)cc1 (stereo not given)	0.0%
CC(=O)Nc1ccc(NS(=O)(=O)c2cc(Br)cc3c2N(C(=O)C2CC2)CC3)cc1	1.1%
CCOC(=O)c1ccc(NC(=O)C2Cc3ccccc3CN2S(=O)(=O)c2ccc(Cl)cc2)cc1 (stereo not given)	-1.0%
CCN1CCN(c2nc3c(S(=O)(=O)c4ccc(C)cc4)nnn3c3ccsc23)CC1	1.3%
Cc1ccccc1NC(=O)CC1NCCNC1=O (stereo not given)	1.0%
COCCNC(=O)c1ccc2c(=O)n(CCc3ccccc3)c(SCC(=O)CC(=O)OC)nc2c1	1.6%
CCCSc1ncc(Cl)c(C(=O)Nc2sc3c(c2C(N)=O)CCCC3)n1	?
Cc1ccc(-c2noc(CNC(=O)c3ccc(C(C)(C)C)cc3)n2)cc1	-0.8%
Cc1ccc(CCNC(=O)NCc2noc3ccc(C)cc23)cc1	4.2%
CCCCNc1sc(S(=O)(=O)CCC)nc1S(=O)(=O)c1ccc(C)cc1	-4.1%
O=c1oc2ccccc2n1CCCOc1ccccc1Cl	-0.7%
Cn1cc(C(=O)Nc2ccc(C#N)cc2)c2ccccc2c1=O	-1.3%
CCOc1ccc(C(=O)c2cn(CC(=O)Nc3ccc(F)cc3)c3cc4c(cc3c2=O)OCO4)cc1	7.1%
Cc1nn2c(-c3ccco3)ccnc2c1-c1ccc(Br)cc1	-0.2%
CCCCSc1nnc2c(n1)OC(c1ccc(Br)s1)Nc1ccccc1-2 (stereo not given)	2.2%
CCc1ccc(CNC(=O)CSCc2cnn(-c3ccccc3)c2-n2cccc2)cc1	-3.9%
Cn1c(SCc2ccc(F)cc2)nc2ccc(C(=O)NCc3cccc(Cl)c3)cc21	0.0%
CCOC(=O)c1sc(NC(=O)c2nc3nc(C)cc(C(F)F)n3n2)c(C(=O)OC(C)C)c1C	-1.0%
Cc1ccc(Cn2c(C(=O)NCc3ccccc3Cl)cc3sccc32)cc1	0.9%
Cc1cc(C)c2c(=O)cc(C(=O)Nc3sc4c(c3C(=O)NCc3cccnc3)CCCC4)oc2c1	1.9%

Rewritten with values ahead of the structure: five of the compounds above
Epigenetic reg,canonical_smiles
?,CCCSc1ncc(Cl)c(C(=O)Nc2sc3c(c2C(N)=O)CCCC3)n1
-0.8%,Cc1ccc(-c2noc(CNC(=O)c3ccc(C(C)(C)C)cc3)n2)cc1
4.2%,Cc1ccc(CCNC(=O)NCc2noc3ccc(C)cc23)cc1
-4.1%,CCCCNc1sc(S(=O)(=O)CCC)nc1S(=O)(=O)c1ccc(C)cc1
-0.7%,O=c1oc2ccccc2n1CCCOc1ccccc1Cl

Additional entries follow.
SMILES	Epigenetic reg
CC(C)COc1ccccc1C1CC(=O)Nc2cc3c(cc21)OCO3 (stereo not given)	0.7%
CCCCN(C)CCNC(=O)C1CCN(c2nc3ccc(CC)cc3s2)CC1	1.6%
CCCCN(C)c1nc2c(S(=O)(=O)c3ccc(CC)cc3)nnn2c2ccc(Cl)cc12	0.0%
Oc1ccc(NCc2ccc(OCc3ccccc3Cl)cc2)cc1	0.0%
CCn1c(CNC(=O)C23CC4CC(CC(C4)C2)C3)nnc1SCC(=O)Nc1ccc(F)cc1	1.1%
COc1ccc(-n2c(SCc3nc(-c4ccc(C)cc4)no3)nnc2-c2ccccc2)cc1	0.0%
COc1ccc(N2CCN(Cc3nc4c(c(=O)[nH]c(=O)n4C)n3Cc3ccccc3F)CC2)cc1	1.0%
COc1cc(NC(=O)Cn2c(=O)n(C(C)C)c(=O)c3oc4ccccc4c32)cc(OC)c1	2.2%
Cc1ccc(C)c(Cn2c3ccccc3c3cnn(CC(=O)NC4CCC(C)CC4)c(=O)c32)c1 (stereo not given)	-5.4%
CCC(C(=O)NCCC(C)C)N(C(=O)Cn1nnc(-c2ccc(C)cc2)n1)c1cccc(O)c1 (stereo not given)	0.0%
COc1ccccc1N1CCN(C(=O)c2cc(-c3ccccc3O)on2)CC1	-0.9%
CCOC(=O)C1(C)C=C(Nc2cccc(C(=O)O)c2)C(=O)N1c1ccccc1 (stereo not given)	2.4%
CCOC(=O)c1cnc2c(C)c(Cl)ccc2c1Nc1ccc(N2CCOCC2)cc1	-2.1%
COc1ccc(S(=O)(=O)N(CC(=O)NCCSCc2ccccc2)c2ccc(C)cc2)cc1	1.0%
COc1cc2c(cc1NC(=O)COc1ccc(Br)c(C)c1)oc1ccccc12	0.4%
Cc1ccccc1CN1C(=O)c2ccccc2S(=O)c2ccc(C(=O)NCc3ccco3)cc21 (stereo not given)	-0.3%
Cc1ccc(Cl)cc1N1CCN(C(=O)CN2C(=O)COc3ccc(S(=O)(=O)N4CCOCC4)cc32)CC1	11.6%
COC(=O)c1ccc(Cn2nnc3sc4c(c3c2=O)CCCC4)cc1	2.8%
COc1ccc2[nH]cc(CCN=C(NC(=O)c3ccccc3F)Nc3nc(C)cc(C)n3)c2c1	-1.1%
CCc1ccc(N(CC)C(=O)c2cc3c(=O)oc4ccc(C)cc4c3s2)cc1	-1.1%
O=C(Cn1c(=O)nc(-c2ccccc2)c2ccccc21)NCCCc1ccccc1	-0.1%
COc1ccc(CCNC(=O)c2ccc3c(c2)c(C)c(C)n3Cc2ccccc2)c(OC)c1OC	2.7%
CCOC(=O)c1cc(-c2ccc(C)cc2)n(CCC(=O)Nc2ccc(C(C)C)cc2)c1C	0.0%
